KCNQ2 inh – KCNQ2 channel blockers in CHO-K1 cells – cell-based, FluxOR thallium flux, B-score, primary screen (AID 2156); O88943; 20 min; stronger effect = lower value; B-score at 10 µM; 1.1% of 310,000 active;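 active means fluorescence ratio B-score at most minus 3 library SDs, with starting brightness B-score within 2 library SDs, cut at about -5.5 in these data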
Target sequence (O88943 whole entry, looked up): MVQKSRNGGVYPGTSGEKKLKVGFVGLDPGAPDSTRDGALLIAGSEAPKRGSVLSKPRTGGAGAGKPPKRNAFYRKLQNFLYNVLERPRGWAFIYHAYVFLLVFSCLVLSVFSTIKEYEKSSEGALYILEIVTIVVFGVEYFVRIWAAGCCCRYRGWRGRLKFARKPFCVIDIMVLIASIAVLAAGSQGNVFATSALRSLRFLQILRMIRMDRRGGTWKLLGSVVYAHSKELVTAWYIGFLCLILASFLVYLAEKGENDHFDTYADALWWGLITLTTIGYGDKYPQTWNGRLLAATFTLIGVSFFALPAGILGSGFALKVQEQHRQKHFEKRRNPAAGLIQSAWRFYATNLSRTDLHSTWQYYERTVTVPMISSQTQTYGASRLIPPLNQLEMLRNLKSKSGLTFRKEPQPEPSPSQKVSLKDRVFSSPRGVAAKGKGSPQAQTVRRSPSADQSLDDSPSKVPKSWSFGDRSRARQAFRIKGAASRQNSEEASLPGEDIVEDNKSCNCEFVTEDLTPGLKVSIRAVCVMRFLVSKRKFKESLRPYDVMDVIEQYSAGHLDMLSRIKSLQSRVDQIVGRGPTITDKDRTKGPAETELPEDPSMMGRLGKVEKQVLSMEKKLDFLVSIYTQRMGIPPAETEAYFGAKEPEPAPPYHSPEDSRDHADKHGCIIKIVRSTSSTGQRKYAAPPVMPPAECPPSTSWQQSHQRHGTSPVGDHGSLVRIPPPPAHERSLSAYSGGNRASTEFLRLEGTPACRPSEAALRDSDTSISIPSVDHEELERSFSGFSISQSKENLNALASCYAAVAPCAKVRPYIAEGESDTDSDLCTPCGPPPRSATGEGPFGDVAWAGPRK
Kir21 block – blocks the mouse Kir2.1 inward-rectifier potassium channel; 0.85% of 310,000 active; P35561; AID 1672; B-score at 10 µM; HEK293-Kir2.1, FluxOR thallium flux fluorescence; stronger effect = lower value;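 active means fluorescence ratio B-score at or below minus 3 SD of library scores, with starting-brightness B-score within 2 SD, cut at about -4.2 in these data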;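 further: channel flux triggered by added potassium and thallium sulfate stimulus; B-score of peak minus minimum fluorescence over baseline after thallium stimulus; more negative B-score means stronger Kir2.1 block with less thallium influx; some compounds called inactive have numbers as strong as hits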
An asterisk follows results filed as active; i = inactive.

SMILES | KCNQ2 inh | Kir21 block
O=C(c1cc(-c2ccncc2)nc2ccc(Br)cc12)N1CCN(Cc2ccc3c(c2)OCO3)CC1 | i | -0.87
O=C(CSc1ncnc2scc(-c3ccccc3)c12)NC1CCS(=O)(=O)C1 (stereo unspecified) | i | 0
COc1ccc(C(=O)Nc2cccc(C)c2)cc1S(=O)(=O)N1CCOCC1 | i | 0.4
CC1=NN(Cc2ccccc2)C(=O)C1C(c1ccncc1)C(C#N)C#N (stereo unspecified) | i | 0.15
Cn1nnc(NC(=S)NC(=O)c2cc(Cl)ccc2Cl)n1 | i | 1.14
O=C1CCc2cc(S(=O)(=O)NCc3ccccc3)cc3c2N1CC3 | i | -0.55
CCN(CC)CCCNC(=O)CSc1c2c(nc3cc(Cl)ccc13)CCCC2 | i | -1.37
Cc1cc(C)c2c(N)c(-c3nnc(SCc4ccc(Cl)cc4)n3C)sc2n1 | i | -0.52
NC(=O)C1(N2CCCCC2)CCN(C(=O)CSc2nc(C(F)(F)F)cc(=O)[nH]2)CC1 | i | -0.45
CC(C)(C)c1nnc(NC(=O)NS(=O)(=O)c2ccccc2)s1 | i | 1.25
COc1ccc(NC(=O)c2ccc3c(c2)OCO3)cc1Cl | i | -0.4
CC(NC(=O)OC(C)(C)C)C(=O)Oc1cc2oc(=O)cc(-c3ccccc3)c2cc1Cl (stereo unspecified) | i | 1.82
NCCCn1cnc2ccccc21 | i | 0.69
COc1ccc(Br)cc1C(=O)NC(=S)Nc1cc(-c2nc3ccccc3[nH]2)ccc1C | i | 1.08
Cc1ccc(S(=O)(=O)NC(=O)Nc2ccc(F)c(F)c2)cc1 | i | -0.76
CCOc1nc(-c2ccccc2)ccc1-c1noc(-c2cccnc2)n1 | i | 0.92
OCC[C@@H]1C[C@@H](O)[C@H](O)[C@@]2(OCCc3ccccc32)O1 | i | -0.52
CSc1n[nH]c(NCc2ccccc2)n1 | i | 0.79
COc1ccc(C2CC3(O)NC(=O)C(C#N)(C3C)C2(C#N)C#N)cc1 (stereo unspecified) | i | -0.01
COc1cccc(C(c2sc3nc(C)nn3c2O)N2CCN(c3ccccc3F)CC2)c1 (stereo unspecified) | i | 0.06
O=C1c2ccccc2-c2onc3ccc(NCCCn4ccnc4)c1c23 | i | 0.2
Cc1cccc([C@@H]2[C@@H]3C(=O)N(Cc4ccccc4)C(=O)[C@@H]3[C@]3(CC(C)C)C(=O)N(c4cccc(Cl)c4)C(=O)N23)c1 | i | 0.14
Cc1sc2nc[nH]c(=O)c2c1-c1ccc(F)cc1 | i | 1.95
COc1ccc(NC(=O)COC(=O)c2cc(OC)c(OC)c(OC)c2)c([N+](=O)[O-])c1 | i | 1.2
Cn1c(Cl)c(/C=N/OC(=O)C2CC2)c2ccccc21 | i | 1.09
COc1ccc(C(=O)N2CCC(n3nccc3NC(=O)C3CCOC3)CC2)cc1 (stereo unspecified) | i | -0.05
CCC(Sc1nc2ncccc2[nH]1)C(=O)N1CCOCC1 (stereo unspecified) | i | -0.11
CC1(c2ccc(OCC(N)=O)cc2)NC(=O)NC1=O (stereo unspecified) | i | -0.92
CCN1CC(CN(C)Cc2nc(-c3cccs3)no2)CC1=O (stereo unspecified) | i | -0.11
COC(=O)c1ccccc1S(=O)(=O)N1Cc2cc([N+](=O)[O-])ccc2Oc2ccccc21 | i | 0.51
O=C(O)CN1CCNCC1 | i | 1.17
Cc1ccccc1Cc1c(C)nc2c(C(=O)N3CCN(Cc4ccc5c(c4)OCO5)CC3)cnn2c1C | i | -0.38
COc1ccc(C2/C(=C(/O)c3ccc4c(c3)CC(C)O4)C(=O)C(=O)N2Cc2cccnc2)cc1 (stereo unspecified) | i | -0.68
COc1ccc(CC(=O)N2CCN(c3ccccn3)CC2)cc1 | i | 1.36
C/C(CC(=O)Nc1cc(C)ccn1)=N\NC(=O)c1ccc(C(C)(C)C)cc1 | i | 0.87
CC(C)COC(=O)c1ccc2c(c1O)C(=O)c1ccccc1C2=O | i | -1.51
CCOc1ccc(NC(=O)CCN2C(=O)C3CCCCC3C2=O)cc1OCC (stereo unspecified) | i | 0.28
COc1ccc(CCNC(=O)CCCn2nc(C)c([N+](=O)[O-])c2C)cc1OC | i | 0.89
Cn1c(CC(=O)NN)c(Sc2ccccc2)c2ccccc21 | i | -1.25
Cc1c(Br)cc(C(=O)OC2CCN(C)CC2)c(C)c1C | i | -10.1*
Cc1sc2ncnc(SCC(=O)NNC(=O)COc3cccc4ccccc34)c2c1C | i | -0.17
COCCNc1ccc(-c2n[nH]c(=O)c3ccccc23)cc1[N+](=O)[O-] | i | 0.01
COc1ccc(C2C3=C(CCCC3=O)NC3=C2C(=O)c2ccccc23)cc1 (stereo unspecified) | i | 2.09
COc1cc(/C=N/n2c(C)n[nH]c2=S)ccc1OCc1ccccc1 | i | -0.03
COc1ccc(CN2C(=O)CN=C2Nc2cccc(C)c2C)cc1 | i | -0.3
Cc1cccc(-c2noc(CCCC(=O)N3CCOCC3)n2)c1 | i | 0.55
CCOC(=O)c1c(-c2ccccc2)oc2ccc(O)c(CN(C)C)c12 | i | -6.38*
COc1ccc(S(=O)(=O)Nc2c(C)n(C)n(-c3ccccc3)c2=O)c(Cl)c1Cl | i | -0.03
Brc1ccsc1/C=N/Nc1ccccc1 | i | 0.02
CC(=O)N1CCN(c2ccc(NCc3ccc(F)cc3)cc2)CC1 | i | 3.01
Cc1ccc(C(=O)OCC(=O)N2CCC(Cc3ccccc3)CC2)cc1N | i | -0.18
CCc1nnc(NC(=O)CC23CC4CC(CC(C4)C2)C3)s1 | i | -1.43
CC(Nc1c([N+](=O)[O-])c(=O)oc2ccccc12)c1ccccc1 (stereo unspecified) | i | -1.4
Cc1ccc2nc(N3CCN(C(=O)c4ccc(F)cc4)CC3)c(C#N)cc2c1 | i | 0.07
O=C(CSc1nnc(-c2cccs2)n1-c1ccccc1)N1CCOCC1 | i | 0.12
CCCCOc1c(Cl)cc(CNC(C)(C)CO)cc1OCC | i | -1.63
O=C(N/N=C/c1cccc(NC(=O)c2ccc(Cl)cc2)c1)c1cccc(O)c1 | i | -0.14
Cn1c(=O)c2c(ncn2CC(=O)N/N=C/c2c[nH]c3ccccc23)n(C)c1=O | i | -1.46
CCn1c2ccccc2c2nnc(SCCN3CCOCC3)nc21 | i | -0.1
CCOc1ccc(S(=O)(=O)n2ccnc2C)cc1 | i | 0.22

Two compounds picked at random from the list so far:
SMILES | KCNQ2 inh | Kir21 block
CC(C)COC(=O)c1ccc2c(c1O)C(=O)c1ccccc1C2=O | i | -1.51
COc1ccc(C(=O)Nc2cccc(C)c2)cc1S(=O)(=O)N1CCOCC1 | i | 0.4

Following part
SMILES | KCNQ2 inh | Kir21 block
N[C@@H](Cc1c[nH]c2ccccc12)C(=O)O | i | -0.05
Cc1nn(-c2ccc(C(=O)O)cc2)c2c1C(=O)CC(C)(C)C2 | i | 1.59
Cc1cc(NC(=O)CSc2nnc(-c3ccc(O)cc3)o2)no1 | i | 1
O=C(c1ccco1)N1CCN(S(=O)(=O)c2ccccc2[N+](=O)[O-])CC1 | i | 0.81
COc1cccc(CNC(=O)CN2C(=O)c3ccccc3S2(=O)=O)c1 | i | 2.57
O=c1cc[nH]c2c1ccc1cccnc12 | i | -0.03
CC(=O)N1N=C(c2ccc(Cl)cc2)CC1c1ccco1 (stereo unspecified) | i | -0.49
O=C(COC(=O)c1cccnc1Cl)c1ccc2c(c1)OCCO2 | i | 0.93
Cc1[nH]c(C)c(S(=O)(=O)N2CCN(c3ccccc3)CC2)c1C(=O)N1CCCC1 | i | 1.57
COc1ccc(/C=C\c2onc(C)c2S(=O)(=O)N2CCC(C(=O)NCCC(C)C)CC2)cc1 | i | -0.83
COC(=O)CNC(=O)COC(=O)c1cc(F)c(F)cc1Cl | i | 0.12
CC1(C)NC(=O)N(CC(=O)OCC(=O)Nc2cc(S(=O)(=O)N3CCCCC3)ccc2Cl)C1=O | i | -1.36
Cc1nn(CC(=O)Nc2ccc(N3CCOCC3)cc2)c(C)c1Cl | i | -0.37
Cn1c2c(c(=O)n(C)c1=O)C(c1ccccc1Cl)CC(=O)N2 (stereo unspecified) | i | -0.18
S=C(Nc1cccnc1)N1CCc2ccccc21 | i | 1.25
O=C(CN1C(=O)NC2(CCCCC2)C1=O)Oc1ccc2c(C(F)(F)F)cc(=O)oc2c1 | i | -1.78
N#CCSc1nc2c(c(C3CC=CCC3)c1C#N)CCC2 (stereo unspecified) | i | 0.61
CN(CCCN1c2ccccc2CCc2ccccc21)CC(=O)c1ccc(Cl)cc1 | i | -1.31
O=C(/C=C/c1ccccc1)NCCSCc1ccccc1 | i | 0.86
OC(CNC1CCCC1)COc1c(F)cc(Br)cc1F (stereo unspecified) | i | 1.18
COc1ccccc1-c1ccc(SCc2ccc(C)cc2)nn1 | i | 0.47
Cc1cccc(NC(=S)N/N=C2/CCCCc3ccccc32)c1 | i | 1.17
COc1ccccc1CN1CC(C(=O)NCCc2cn[nH]c2)CCC1=O (stereo unspecified) | i | -1.22
O=C(CSc1ccccc1)Nc1ccccc1C(=O)O | i | 1.6
Cc1cc(C)cc(NC(=S)NN)c1 | i | 0.97
CCOc1ccc(CNC(=O)c2cccc(NC(=O)C3=C(C)OCCS3)c2)cc1 | i | 0.15
Cc1nn(C)c(C(=O)Nc2ccc(Br)cc2F)c1Br | i | 0.57
O=C(c1cc2ccccc2oc1=O)N1CCSC1c1ccco1 (stereo unspecified) | i | -1.19
COc1ccc(NC(=O)c2cc(=O)c3ccccc3o2)cc1Cl | i | 0.51
CCCCC(CCC(=O)O)(C(=O)OCC)c1csc(Nc2ccc(C)cc2)n1 (stereo unspecified) | i | 0.42
N#C/C(=C\c1c(F)cccc1Cl)c1nn(-c2ccccc2)c(-n2cccc2)c1C#N | i | 0.56
Cc1cccc(CN2CCC(C(N)=O)CC2)c1 | i | -1.79
CC(C)(C)c1nc(SCC(=O)Nc2ccc(N3CCOCC3)cc2)c2ccccc2n1 | i | 0.24
Cc1cccc2sc(NC(=O)C3CCCN(S(=O)(=O)c4cccc5nonc45)C3)nc12 (stereo unspecified) | i | 0.24
CCOC(=O)CC(=O)CSc1nc(-c2cccnc2)ccc1C#N | i | -0.3
CCC1(c2ccc(Cl)cc2)NC(=S)N(c2ccccc2)N1 (stereo unspecified) | i | -0.07
Cc1cccc(-n2nc3c([n+]2[O-])CCc2nonc2-3)c1C | i | -0.14
CC(C)c1ccc(NC(=S)NN2CCN(C)CC2)cc1 | i | 0.09
Cc1c(C(=O)c2ccc(Cl)c(Cl)c2)cnc2cc3c(cc12)OCO3 | i | -0.01
Cc1ccc2cc(C#N)c(N3CCN(C(=O)c4ccccc4)CC3)nc2c1 | i | -0.36
N#Cc1ccccc1S(=O)(=O)N1CCN(CC(=O)NC(=O)NC2CCCCC2)CC1 | i | -1.89
Cc1cc(C)nc(NC(=O)c2cccc([N+](=O)[O-])c2)c1 | i | -0.92
O=C1CSC(c2ccc(Cl)cc2)N1 (stereo unspecified) | i | 0.77
COc1ccc(Br)cc1S(=O)(=O)NCCCN1CCOCC1 | i | -2.82
COCCNC(=O)c1ccc2c3n(nc2c1)-c1ccc(Cl)cc1CO3 | i | -0.04
CCN(CC)S(=O)(=O)c1ccc(N2CCOCC2)c(NC(=O)c2cnccn2)c1 | i | -0.24
O=C(Cn1c(=O)sc2ccccc21)NCc1ccco1 | i | -0.32
CC(=O)/C(=C/c1ccc(N(C)C)cc1)C(=O)c1ccccc1 | i | 1.46

14 successive compounds out of the list so far, quoted:
SMILES | KCNQ2 inh | Kir21 block
Cc1cccc(CN2CCC(C(N)=O)CC2)c1 | i | -1.79
CC(C)(C)c1nc(SCC(=O)Nc2ccc(N3CCOCC3)cc2)c2ccccc2n1 | i | 0.24
Cc1cccc2sc(NC(=O)C3CCCN(S(=O)(=O)c4cccc5nonc45)C3)nc12 (stereo unspecified) | i | 0.24
CCOC(=O)CC(=O)CSc1nc(-c2cccnc2)ccc1C#N | i | -0.3
CCC1(c2ccc(Cl)cc2)NC(=S)N(c2ccccc2)N1 (stereo unspecified) | i | -0.07
Cc1cccc(-n2nc3c([n+]2[O-])CCc2nonc2-3)c1C | i | -0.14
CC(C)c1ccc(NC(=S)NN2CCN(C)CC2)cc1 | i | 0.09
Cc1c(C(=O)c2ccc(Cl)c(Cl)c2)cnc2cc3c(cc12)OCO3 | i | -0.01
Cc1ccc2cc(C#N)c(N3CCN(C(=O)c4ccccc4)CC3)nc2c1 | i | -0.36
N#Cc1ccccc1S(=O)(=O)N1CCN(CC(=O)NC(=O)NC2CCCCC2)CC1 | i | -1.89
Cc1cc(C)nc(NC(=O)c2cccc([N+](=O)[O-])c2)c1 | i | -0.92
O=C1CSC(c2ccc(Cl)cc2)N1 (stereo unspecified) | i | 0.77
COc1ccc(Br)cc1S(=O)(=O)NCCCN1CCOCC1 | i | -2.82
COCCNC(=O)c1ccc2c3n(nc2c1)-c1ccc(Cl)cc1CO3 | i | -0.04

(next part)
SMILES | KCNQ2 inh | Kir21 block
Cc1coc2c(C)c3oc(=O)c(CCC(=O)N4C[C@H]5C[C@@H](C4)c4cccc(=O)n4C5)c(C)c3cc12 | i | 1.36
COc1ccc(OC)c(C2C3=C(N=C4SCC(=O)N42)c2ccccc2CC3)c1 (stereo unspecified) | i | 0.1
CCOc1cc(/C=N/NC(=O)c2c(-c3ccccc3)noc2C)ccc1O | i | -0.05
CC(=O)Nc1c(C(=O)C2CC2)oc2ccccc12 | i | -0.28
CCC(C)(C)NC(=O)C(c1ccc(OC)cc1)N(Cc1ccc(OC)cc1)C(=O)CCC(=O)Nc1cc(C)on1 (stereo unspecified) | i | 0.75
O=C(O)CCc1ccc(-c2ccc(F)cc2)n1CC1CCCO1 (stereo unspecified) | i | -0.75
Cn1c(Cc2ccccc2)nnc1SCC(=O)N1CCCCC1 | i | 1.3
CSc1ccccc1C(=O)N1CCC(CCC(=O)NC2CC2)CC1 | i | 0.02
O=c1c2ccccc2c(C=Nc2cccc(S(=O)(=O)NCc3ccco3)c2)c(O)n1-c1ccc(Cl)cn1 | i | -0.08
Cc1nnc(NC(=O)CCC(=O)NCc2ccco2)s1 | i | 0.01

Assay outcomes: PubChem BioAssay, Johns Hopkins Ion Channel Center
